Assay outcomes from PubChem.
Mcl1-Bid inh – Mcl-1/Bid interaction inhibition; Q07820; 220,000 tested, 0.97% active; TR-FRET Mcl-1/Bid-Dy647 peptide binding, 1536-well; inhibition, % at 21.7 µM;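 active = compounds that cut the binding signal by more than half at the single screening dose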;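 note: His-tagged Mcl-1 with europium anti-His antibody binding Bid BH3 peptide; 0% = Mcl-1 plus peptide wells and 100% = peptide-only wells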
Target sequence (Q07820 whole entry, looked up): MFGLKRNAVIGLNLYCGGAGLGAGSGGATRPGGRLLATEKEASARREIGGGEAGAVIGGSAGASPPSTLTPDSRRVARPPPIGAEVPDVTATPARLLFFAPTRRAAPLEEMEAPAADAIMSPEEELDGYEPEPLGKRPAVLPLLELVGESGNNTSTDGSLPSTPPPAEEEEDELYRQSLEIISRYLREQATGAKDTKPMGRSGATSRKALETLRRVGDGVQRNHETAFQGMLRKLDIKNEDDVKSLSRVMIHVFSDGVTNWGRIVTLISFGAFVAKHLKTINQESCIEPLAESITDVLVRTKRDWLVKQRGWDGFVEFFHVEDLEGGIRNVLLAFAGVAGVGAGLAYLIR
Pf gametocyte – P. falciparum stage V gametocyte viability inhibition; P. falciparum stage V gametocytes, ATP luminescence, 24 h; inhibition, % at 10.9 µM; 150,000 tested, 0.065% active;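 active = inhibition above the mean plus 3 SD of compounds within the control limits, set per campaign, cut at about 38% in these data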;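 note: 0% = DMSO wells and 100% = medium only without gametocytes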
Rac1 wt modul – human Rac1 wildtype GTP binding, inhibitors and activators; P63000; GST-Rac1 beads, fluorescent GTP binding, flow cytometry; actives lie on both sides; 0 = cold GTP competed, 100 = untreated; GTP binding activity (% of control), % at 10 µM; 190,000 tested, 0.27% active; AID 757;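 active = GTP binding activity at least 20 points away from the 100% control level, either lower or higher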
Avidin fluor – compound fluoresces at 488/530 nm on avidin beads | compound fluorescence 488/530 nm, flow cytometry; active compounds read high | fluorescence (KMESF) at 10 µM | 220,000 tested, 0.38% active | AID 1775; in the data active = fluorescence above about 47; note: inactives centre near 10
Cdc42 wt GTP – human Cdc42 wildtype GTP binding change, either direction; P60953; GST-Cdc42 beads, Bodipy-GTP binding, flow cytometry; actives lie on both sides; percent activity (GTP binding), % at 10 µM; 190,000 tested, 0.2% active; AID 761;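 active = percent activity GTP binding at least 20 points away from the 100% baseline, either down as inhibitor or up as activator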;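 note: median bead fluorescence of bound Bodipy-FL-GTP at 100 nM; 0% = excess unlabeled GTP control and 100% = no compound control; below 100% means less GTP binding so inhibitor and above means activator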
Target sequence (P60953 whole entry, looked up): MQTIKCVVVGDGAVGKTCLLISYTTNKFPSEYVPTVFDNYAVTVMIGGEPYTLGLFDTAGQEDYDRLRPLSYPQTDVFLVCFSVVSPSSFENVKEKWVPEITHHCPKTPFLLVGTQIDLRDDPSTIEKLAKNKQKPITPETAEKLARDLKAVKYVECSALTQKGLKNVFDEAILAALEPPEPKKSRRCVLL
Mcl1-Noxa inh – Mcl-1/Noxa interaction inhibition. AID 1022. 220,000 tested, 1.5% active. Q07820. TR-FRET Mcl-1/Noxa peptide binding, 2 h. inhibition, % at 21.7 µM;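 active = compounds that cut the protein-peptide binding signal by more than 50% relative to plate controls in a single-dose test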;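 note: His-tagged Mcl-1 with rhodamine Noxa BH3 peptide and terbium anti-His antibody; 0% = Mcl-1 plus Noxa peptide wells and 100% = peptide-only wells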
Rab7 wt modul – dog Rab7 wildtype GTP binding, inhibitors and activators. 190,000 tested, 0.055% active. GST-Rab7 beads, fluorescent GTP binding, flow cytometry; actives lie on both sides; untreated = 100%, excess cold GTP = 0%. GTP binding activity (percent of control), % at 10 µM;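 active = fluorescent GTP binding to Rab7 beads changed by at least 20 points from the 100% baseline, either direction, mostly lower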;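 note: median green fluorescence of bound Bodipy-FL-GTP per Rab7 bead population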
Rac1 act GTP bind – modulators of GTP binding to human Rac1 activated mutant | P63000 | GST-Rac1 activated beads, fluorescent GTP binding, flow cytometry; actives lie on both sides; 100% means binding = to untreated wells | percent activity (GTP binding), % at 10 µM | 190,000 tested, 0.11% active;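 active = GTP binding at least 20 percentage points away from the 100% baseline, in either direction, so actives lie on both sides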
Rab2A wt mod – changes GTP binding to wildtype dog Rab2A, up or down. P61105. GST-Rab2 wt beads, Bodipy-GTP binding, flow cytometry. GTP binding activity, % at 10 µM. 190,000 tested, 0.19% active;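 active = GTP binding activity at least 20 points away from 100%, either lowered or raised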;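 note: 0% = beads with excess unlabeled GTP and 100% = no-compound control corrected for plate trend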
HRas wt GTP bind – modulators of GTP binding to human HRas wildtype. P01112. 190,000 tested, 0.14% active. GST-Ras wt beads, Bodipy-FL-GTP binding, flow cytometry; actives lie on both sides. AID 759. GTP binding activity, % at 10 µM;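 active = GTP binding activity at least 20% away from the 100% baseline, either lowered as inhibitor or raised as activator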;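 note: 0% = unlabeled GTP competition control and 100% = no-compound control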
Target sequence (P01112 whole entry, looked up): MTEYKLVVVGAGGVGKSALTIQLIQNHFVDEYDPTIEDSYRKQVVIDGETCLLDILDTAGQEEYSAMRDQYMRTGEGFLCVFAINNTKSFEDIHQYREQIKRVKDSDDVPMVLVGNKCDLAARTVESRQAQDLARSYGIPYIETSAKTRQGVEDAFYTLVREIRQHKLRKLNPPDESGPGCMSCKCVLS
Bim-Mcl-1 – disrupts Bim peptide binding to human Mcl-1; Bead-based flow cytometry, Bim peptide-Mcl-1 binding; Q07820; inhibition, % at 10 µM; 190,000 tested, 0.1% active; in the data active = inhibition above about 40%;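 note: 0% = no compound tracer wells and 100% = peptide blocker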
* marks the source's active call; other numbers are inactive results; . = no result given.

molecule	Mcl1-Bid inh	Pf gametocyte	Rac1 wt modul	Avidin fluor	Cdc42 wt GTP	Mcl1-Noxa inh	Rab7 wt modul	Rac1 act GTP bind	Rab2A wt mod	HRas wt GTP bind	Bim-Mcl-1
CC(C)CNC(=S)NC1CC2CCCC(C1)N2Cc1ccco1 (centres undefined)	-30	-37	105	17	105	-6	100	100	103	105	-2
O=C(CSc1nnnn1-c1ccccc1Cl)Nc1ccc2c(c1)OCCO2	-4	.	100	9	95	10	98	96	96	96	-1
CCOC(=O)C1CCN(C(=O)CN(c2ccc(OC)c(OC)c2)S(=O)(=O)c2ccccc2)CC1	-19	.	106	14	101	1	98	101	98	101	-3
CCC(C(=O)OCC(=O)Nc1cc(Cl)ccc1Cl)c1ccccc1 (centres undefined)	-18	-12	98	19	99	-27	98	99	97	96	-3
Cc1ccc(C)c(NC(=S)NC(C)C(c2ccccc2)N2CCN(C)CC2)c1 (centres undefined)	-25	0	94	10	102	-2	94	93	96	97	-1
COc1ccc(/C=N/OCC(=O)NC(c2ccccc2)c2ccccc2)c(OC)c1	1	.	102	2	98	31	99	97	97	99	-4
O=C(NCc1ccc2c(c1)OCO2)C1CCC(CNc2c(N3CCCCC3)c(=O)c2=O)CC1 (centres undefined)	-8	.	99	22	101	20	98	97	97	98	-2
O=C(c1ccccc1F)N(Cc1ccc(F)cc1)C1CCS(=O)(=O)C1 (centres undefined)	14	.	108	10	106	12	104	101	105	105	-2
O=C(COC(=O)c1cccc([N+](=O)[O-])c1)NCc1cccs1	-39	.	96	11	96	6	93	95	94	96	0
COc1ccc(C(=O)NN)cc1COc1ccc(Br)cc1	2	.	103	5	104	4	98	101	100	101	-1
C#Cc1ccc([C@@H]2C=C(C(=O)NCc3ccccc3)O[C@H](OCC)[C@H]2CCCO)cc1	2	13	93	5	94	-21	100	94	96	95	-2
Cc1cccc(N2CC(c3nc4ccccc4[nH]3)CC2=O)c1 (centres undefined)	-33	-9	98	10	99	-11	107	95	101	100	0
Cc1[nH]n(-c2ccccc2)c(=O)c1C(=O)c1cccc(F)c1	-24	8	95	11	92	7	100	93	96	95	0
CC(C)Cc1cc(C(=O)NCCCN2CCOCC2)no1	-5	.	100	6	96	-4	102	97	96	96	-2
COc1ccccc1N1CCN(CC(=O)c2c(C)[nH]c3cc(C)ccc23)CC1	-7	-5	106	12	101	9	102	100	100	99	1
NS(=O)(=O)c1ccc(CCNC(=O)c2ccccc2F)cc1	5	-14	102	4	101	-3	98	99	100	100	0
COc1ccc(N)cc1C#N	-35	.	110	7	106	2	102	102	104	104	2
Cc1ccc(NC(=O)C2=C(O)CCn3c2nc2ccccc23)cc1	-7	-3	105	10	105	2	104	103	103	104	0
COCC(=O)Nc1ccc(S(=O)(=O)Nc2ncccn2)cc1	-1	.	96	16	98	-16	97	97	96	97	-3
CCN(CC)CCCNC(=O)CN1C(=O)CSc2ccc(S(=O)(=O)N3CCOCC3)cc21	0	0	106	5	103	5	105	97	101	101	-4
CCOC(=O)C1=NOC(CNC(=O)C2=NOC(CNC(=O)c3c(-c4ccccc4Cl)noc3C)C2)C1 (centres undefined)	-23	-3	103	7	103	4	102	98	99	102	2
COC(=O)C1=C(N)Oc2cc(C)n(CC3CCCO3)c(=O)c2C1c1ccc(Cl)c(Cl)c1 (centres undefined)	-56	.	99	10	93	2	95	97	97	98	0
CC(C)C12CN3CC(C(C)C)(CN(C1)C3c1ccccc1O)C2=O (centres undefined)	0	.	103	6	103	15	97	101	102	101	-1
CCc1ccc(/C=C2\SC(=S)N(CCC(=O)N3CCN(C)CC3)C2=O)cc1	-21	15	98	8	97	21	94	97	96	96	-3
COc1ccc(NC2CS(=O)(=O)CC2OC(=O)c2ccc(F)cc2)cc1 (centres undefined)	-70	0	99	9	101	23	98	97	97	99	0
Cc1cc(C)n(-c2cc(N3CCN(C(=O)c4cccc(F)c4)CC3)ccc2[N+](=O)[O-])n1	-18	.	104	5	100	1	96	98	99	100	-1
O=C(CN1C(=O)c2cccc3cccc1c23)NCc1ccc2c(c1)OCO2	4	.	93	11	95	12	97	94	99	99	-2
O=C(Cc1ccccn1)Nc1ccccc1	16	-16	98	30	101	24	98	98	100	103	-2
CCOC(=O)c1cc(-c2ccccc2)sc1NC(=O)c1cc(OC)c(OC)c(OC)c1	-22	.	105	16	102	18	103	101	99	100	-3
OCCCN1CCN(CCCOc2ccccc2-c2ccccc2)CC1	15	.	103	13	98	29	97	100	100	100	13
OC(COC(c1ccc(Cl)cc1)c1ccc(Cl)cc1)CN1CCc2ccccc2C1 (centres undefined)	15	-11	106	15	102	34	99	97	100	101	-2
CCN(c1ccccc1)S(=O)(=O)c1ccc(Cl)c(NC(=O)COC(=O)c2ccc(Cl)c(N)c2)c1	-9	-7	98	2	96	-38	101	96	99	97	-3
CCCCNC(=O)Nc1nnc(-c2ccc(OCC)cc2)o1	-4	.	99	4	98	6	95	97	96	99	0
COCCN(C(=S)Nc1cccc(C)c1)C(C)c1cccnc1 (centres undefined)	-8	7	99	7	97	-5	102	98	97	96	-1
Cc1ccc(CNC(=O)CN2C(C)CCCC2C)cc1 (centres undefined)	-19	-13	97	10	93	1	96	94	94	92	0
S=C(Nc1ccc(Cl)cc1)Nc1ccc2cn[nH]c2c1	-96	.	92	20	90	8	103	90	95	94	1
COC(=O)CC/C(O)=C1\C(=O)CC(C)(C)CC1=Nc1ccccc1OC	1	.	103	8	103	8	102	97	104	103	-6
Cc1cc(C)c2c(=O)n(CC(=O)NCCCN3CCN(c4ccccc4F)CC3)sc2n1	-55	.	105	19	101	34	97	101	102	101	-5
Cc1nnc(SC(=O)N2c3ccccc3Sc3ccccc32)s1	-24	.	103	8	98	10	97	95	97	99	-2
CCOP(=O)(c1ccccc1)c1nc(-c2ccc(F)cc2)oc1N1CCCCC1 (centres undefined)	25	-3	101	35	104	-19	100	101	100	102	0
COCCCNc1nc2c(c(=O)[nH]c(=O)n2C)n1CC(O)COc1ccccc1 (centres undefined)	-43	7	101	20	101	-13	99	97	99	99	-1
COc1ccc(CC(=O)O/N=C(\N)Cc2cccc3ccccc23)cc1	2	-18	104	7	101	13	103	101	104	101	0
Cc1cc(NC(=O)CSc2nnc(-c3ccc4c(c3)OCCO4)o2)no1	0	2	104	36	103	-40	99	97	96	100	-7
Cc1ccc(C(=O)N2CCN(c3ncnc4c(-c5ccccc5)nsc34)CC2)cc1	-2	.	100	13	96	16	97	95	96	96	-2
O=C(COc1ccc([N+](=O)[O-])cc1)NCc1ccncc1	2	20	99	9	94	-4	94	95	94	95	-2
COCCCNC(=O)CC1C(=O)N(Cc2ccccc2)C(C)c2nc3ccccc3n21 (centres undefined)	-5	-12	100	11	98	1	99	98	97	99	0
CCc1c(C)sc(NC(=O)c2cc(-c3ccc(O)cc3)on2)c1C#N	3	.	101	6	99	26	98	96	98	101	-4
CC(=O)NNC(=O)CCn1nnc(-c2ccc(Cl)cc2)n1	-26	-5	99	11	98	6	104	96	101	99	-2
CCOC(=O)C1CCN(C(=S)Nc2ccc(C)cc2)CC1	-38	.	101	9	98	6	104	95	99	99	-1
Cc1cc(NC(=O)CSc2nc3ccccc3s2)no1	-25	.	101	4	102	2	96	98	98	100	4

New compounds follow.
molecule	Mcl1-Bid inh	Pf gametocyte	Rac1 wt modul	Avidin fluor	Cdc42 wt GTP	Mcl1-Noxa inh	Rab7 wt modul	Rac1 act GTP bind	Rab2A wt mod	HRas wt GTP bind	Bim-Mcl-1
c1ccc(CC2CCCNC2)cc1 (centres undefined)	-1	16	106	10	99	-15	100	97	101	101	1
CC1CCCN(Cc2c(O)ccc3c(=O)c(-c4nc5ccccc5s4)c(N)oc23)C1 (centres undefined)	3	.	97	4	96	49	91	95	93	93	6
c1ccc(-c2cnnc(N3CCOCC3)n2)cc1	-29	6	101	1	98	-1	96	99	98	97	0
CCCCOC(=O)NC(NCC(O)c1ccccc1)(C(F)(F)F)C(F)(F)F (centres undefined)	-9	.	98	10	99	1	97	96	96	98	3
CCOC(=O)C1CCN(CC(=O)Nc2ccc(OC)c(Cl)c2)CC1	26	28	102	13	99	3	102	98	98	100	0
Cc1ccc2[nH]c(C(=O)O)c(NC(=O)c3ccccc3[N+](=O)[O-])c2c1	-12	-29	101	13	102	28	98	97	100	98	-5
COCCCN1C(=O)C(=O)/C(=C(/O)c2ccc(OCC(C)C)cc2)C1c1cccnc1 (centres undefined)	-51	.	96	10	97	10	101	95	100	100	-3
COc1ccc(C(=O)CSc2nc3nc(C)cc(C)n3n2)cc1OC	-30	-8	109	6	103	3	100	102	101	102	-4
CCc1c(C)nc(SCC(=O)N2CCN(c3ccccc3)CC2)[nH]c1=O	-27	.	100	11	97	-14	96	97	96	96	0
